Source: PubChem BioAssay (several laboratories)
Shn3 3UTR inh = inhibitors of Schnurri-3 3'UTR reporter in osteoblasts. Clone20 osteoblast Shn3 3'UTR firefly luciferase, 24 h. inhibition, % at 12.5 µM. actives 0.52% (n = 360,000);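 active = mean inhibition of at least 75% with every replicate also reaching 75%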;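 also: 0% = median of neutral control wells and 100% = pilot-screen positive control compound; some compounds past the cut are filed as inactive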
TWEAK Fn14 block = blocks TWEAK-Fn14 interaction in a reporter cell assay | AID 1159606 | actives 2% (n = 360,000) | inhibition, % at 10 µM | TWEAK-stimulated Fn14 reporter cells, luciferase luminescence, 8 h; in the data active = inhibition above about 50%
NCOA1 inh = inhibitors of human steroid receptor coactivator 1 (SRC1); Q15788; HEK293 GAL4-SRC1 luciferase reporter, luminescence; inhibition, % at 3.6 µM; actives 0.12% (n = 360,000);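 active = inhibition above the campaign mean plus 3 SD, with each screening campaign given its own cutoff, cut at about 60% in these data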;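 also: 0% = DMSO treated cells and 100% = gossypol at 36 µM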
KKLEB cytotox = CF airway cell cytotoxicity counter-screen. KKLEB CF airway cells viability, ATPlite luminescence, overnight; active compounds read low; cells stimulated with P. aeruginosa culture filtrate. activity change (cytotoxicity), % at 5 µM. actives 0.36% (n = 360,000);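 active = corrected activity change at or below -50% at 5 µM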
NCOA3 inh = human NCOA3 inhibition; Q9Y6Q9; HEK293 GAL4-SRC3 luciferase reporter, luminescence; inhibition, % at 3.6 µM; actives 0.17% (n = 360,000);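 active = inhibition above a per-campaign cutoff, the mean of all compounds plus 3 SD, cut at about 60% in these data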;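 also: 0% = DMSO-treated cells and 100% = gossypol-treated cells at 36 µM; higher means less SRC3-driven luciferase light from the GAL4 reporter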
TROY NFkB inh = inhibitors of TROY-dependent NF-kB signaling; actives 0.98% (n = 360,000); Q293 LMP1-TROYcd NF-kB luciferase reporter, 4 h; inhibition, % at 10 µM; AID 1347056;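 active = compounds whose plate-normalised and pattern-corrected inhibition of the luciferase reporter signal at the single screening dose is 50% or more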
NR5A2 inv ag = suppresses constitutive activity of human LRH-1; HEK293T StAR-luciferase reporter, LRH-1 transfected, 24 h; inhibition, % at 3.6 µM; actives 0.13% (n = 360,000);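 active = inhibition above the mean inhibition of all tested compounds plus 3 SD, cut at about 73% in these data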;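 also: 0% = DMSO wells and 100% = reporter-only cells lacking LRH-1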
Target sequence (O00482 whole entry, looked up): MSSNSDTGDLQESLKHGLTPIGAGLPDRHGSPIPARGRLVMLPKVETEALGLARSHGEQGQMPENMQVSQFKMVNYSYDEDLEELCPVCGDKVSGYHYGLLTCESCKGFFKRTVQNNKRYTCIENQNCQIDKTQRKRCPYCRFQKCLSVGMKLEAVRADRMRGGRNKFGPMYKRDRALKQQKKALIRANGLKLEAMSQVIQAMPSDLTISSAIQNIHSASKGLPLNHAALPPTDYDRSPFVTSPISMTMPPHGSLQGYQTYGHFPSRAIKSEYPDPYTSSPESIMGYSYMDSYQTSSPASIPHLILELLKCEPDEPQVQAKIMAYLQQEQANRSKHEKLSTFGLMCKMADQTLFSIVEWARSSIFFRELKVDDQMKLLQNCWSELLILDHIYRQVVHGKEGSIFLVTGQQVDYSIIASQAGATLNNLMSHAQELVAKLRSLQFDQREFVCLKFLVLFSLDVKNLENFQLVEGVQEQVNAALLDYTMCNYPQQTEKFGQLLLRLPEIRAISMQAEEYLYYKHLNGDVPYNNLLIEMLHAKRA
NR2F2 inh = blocks human COUP-TFII nuclear receptor; inhibition, % at 8.6 µM; actives 0.7% (n = 370,000); HEK293T NGFI-A luciferase reporter, luminescence; AID 686940; P24468;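 active = inhibition above a per-plate cutoff, mean inhibition of test wells between control levels plus 3 SD, cut at about 38% in these data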;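 also: cells cotransfected with COUP-TFII expression vector driving the NGFI-A reporter; 0% = median of COUP-TF2 test wells and 100% = reporter-only cells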
Target sequence (P24468 whole entry, looked up): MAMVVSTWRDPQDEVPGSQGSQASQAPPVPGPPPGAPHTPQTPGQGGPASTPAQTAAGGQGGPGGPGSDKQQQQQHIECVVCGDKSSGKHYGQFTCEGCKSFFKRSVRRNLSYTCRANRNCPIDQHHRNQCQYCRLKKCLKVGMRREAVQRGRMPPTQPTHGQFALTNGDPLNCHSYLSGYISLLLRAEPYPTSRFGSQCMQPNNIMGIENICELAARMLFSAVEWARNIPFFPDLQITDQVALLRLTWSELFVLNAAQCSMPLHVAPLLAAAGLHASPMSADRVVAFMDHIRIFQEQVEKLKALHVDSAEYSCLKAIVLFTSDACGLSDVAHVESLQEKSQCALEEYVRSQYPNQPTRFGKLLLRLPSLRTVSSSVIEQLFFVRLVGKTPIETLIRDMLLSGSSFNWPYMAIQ
TRAIL sens C8 = caspase-8 TRAIL sensitization | NB7+C8 cells + TRAIL, ATPlite viability luminescence | inhibition (viability loss, TRAIL sensitization), % at 10 µM | actives 1% (n = 360,000) | AID 624354;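 active = compounds causing at least 50% loss of cell viability in the single-dose screen, relative to plate controls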
CF NFkB inh = blocks PAF-induced NF-kB reporter in cystic fibrosis cells; actives 0.86% (n = 360,000); AID 588850; KKLEB NF-kB-GFP reporter, GFP fluorescence overnight; inhibition, % at 5 µM;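 active = at least 50% inhibition at 5 µM, scaled per plate between neutral and stimulator controls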;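 also: PAF is a Pseudomonas aeruginosa culture filtrate used as stimulus; plate controls were PAF-stimulated DMSO wells for no effect and unstimulated DMSO wells for full effect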
LMP1 NFkB inh = inhibitors of Epstein-Barr LMP1-induced NF-kappaB reporter; LMP1-induced NF-kappaB luciferase reporter cells, luminescence; inhibition, % at 12.5 µM; actives 0.69% (n = 350,000); AID 504558; in the data active = inhibition above about 41%;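 also: 0% = neutral control wells and 100% = reference inhibitor control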
* hit, by the source's call; nt = not tested or not shown. Some of the compounds tested; the hit share may differ from the screen's.

SMILES	Shn3 3UTR inh	TWEAK Fn14 block	NCOA1 inh	KKLEB cytotox	NCOA3 inh	TROY NFkB inh	NR5A2 inv ag	NR2F2 inh	TRAIL sens C8	CF NFkB inh	LMP1 NFkB inh
COc1ccc(C(=O)NCC(=O)N2CCN(c3ncccn3)CC2)cc1OC	-6	-3	-7	-13	-4	-5	9	14	-9	28	3
CC(=O)NC(CC(=O)Nc1cccc(S(=O)(=O)N2CCCCC2)c1)c1ccccc1 (stereo not given)	6	-9	8	2	10	-9	4	-12	7	3	-5
COc1ccc(N2CC(C(=O)Nc3cccc(OC(C)C)c3)CC2=O)cc1 (stereo not given)	-3	3	-3	-3	13	5	-12	2	4	8	-6
Oc1ccc(-c2csc(NCc3ccco3)n2)cc1	-175	-22	-104	-16	-39	-10	-48	-27	5	-17	-18
CC1CC(C)CN(C(=O)c2ccc(C#N)cc2)C1 (stereo not given)	-7	12	-6	2	2	2	5	-18	10	-8	-6
COc1ccc(-n2nc(C(=O)O)nc2-c2ccccc2)cc1	-10	-23	-4	10	14	-2	19	5	18	-4	3
O=S(=O)(NCC1CC1)c1cc(Cl)cc(Cl)c1	28	2	-3	-6	10	4	-7	-5	-2	-6	3
COc1ccc(OC)c(Nc2nc(=O)c3cccnc3s2)c1	-12	-4	-3	-7	13	-18	1	nt	-6	-12	-3
C=CCNc1nc(NCCN2CCOCC2)nc(OC)n1	1	15	7	0	8	6	5	13	9	2	-4
Cc1ccc(C2C3CSCC=C3C(C#N)=C(N)C2(C#N)C#N)cc1 (stereo not given)	26	19	4	-1	3	-3	14	5	-10	-13	-7
CC(=O)c1ccc(NC(=S)NCc2cccnc2)cc1	2	2	0	2	1	-7	12	-6	-12	0	-2
COc1ccc(NC(=O)Cn2cnc3ccccc3c2=O)cc1OC	-20	-10	-1	-4	-1	12	-13	-2	-2	15	0
O=C(c1cccc(N2CCCC2=O)c1)N1CCN(c2cccc(Cl)c2)CC1	7	-1	5	-8	12	11	16	nt	30	13	17
Cn1c(=O)[nH]c(=O)c2c1nc(CN1CCN(c3ccc(F)cc3)CC1)n2CCCc1ccccc1	-16	-18	13	1	15	8	-4	-2	-12	-5	-6
Cc1ccc(CN2CCC(c3cc(-c4ccc(Cl)cc4)n[nH]3)CC2)cc1	59	6	-61	-12	-10	6	1	2	21	0	-5
CC1CCC(NC(=O)CCNS(=O)(=O)c2ccccc2)CC1 (stereo not given)	-17	-16	-13	-3	10	0	-12	-21	-19	-8	-2
Cc1ccc(-n2nnnc2SCCNS(=O)(=O)c2ccccc2)cc1C	33	17	9	2	1	18	0	2	-3	10	9
Cn1cc(S(=O)(=O)N2CCOCC2)cc1C(=O)Nc1ccc(Cl)cc1	4	0	2	4	11	7	-13	21	-14	8	0
O=C(CCSc1ccccc1)OCn1nnc2ccccc2c1=O	-11	-22	-10	-2	6	-13	-10	-11	2	0	3
Cc1ccc2c(c1Br)/C(=N/N1C(=O)c3ccccc3C1=O)C(=O)N2	-13	-17	-7	-5	-9	-13	-8	7	8	4	-6
CCn1cc(C(=O)N[C@H](C(=O)NCCN2CCOCC2)C(C)C)c(=O)c2cc3c(cc21)OCO3	-12	0	7	12	3	-2	-11	3	9	-6	-3
Cc1ccccc1NC(=O)C(C)O/N=C/c1cccc([N+](=O)[O-])c1 (stereo not given)	8	-16	-14	-4	8	-52	7	13	-7	-9	-1
CC(C)OC(=O)/C(C#N)=C/c1cn(C)c2ccccc12	1	-22	-13	0	7	-18	-6	-19	15	-11	-6
COC(=O)c1[nH]cnc1C(=O)c1ccccc1	-20	23	7	10	-5	3	-22	2	3	-16	2
Cc1ccc(S(=O)(=O)N2C[C@H]3N(C(=O)OC(C)C)N(C(=O)OC(C)C)C[C@H](OC(=O)Nc4cccs4)[C@@]3(O)C2)cc1	7	-31	4	-7	7	1	-4	12	4	17	-8

A different layout for some results above.
Cc1ccc(CN2CCC(c3cc(-c4ccc(Cl)cc4)n[nH]3)CC2)cc1
  Shn3 3UTR inh: 59
  TWEAK Fn14 block: 6
  NCOA1 inh: -61
  KKLEB cytotox: -12
  NCOA3 inh: -10
  TROY NFkB inh: 6
  NR5A2 inv ag: 1
  NR2F2 inh: 2
  TRAIL sens C8: 21
  CF NFkB inh: 0
  LMP1 NFkB inh: -5

Cc1ccc(-n2nnnc2SCCNS(=O)(=O)c2ccccc2)cc1C
  Shn3 3UTR inh: 33
  TWEAK Fn14 block: 17
  NCOA1 inh: 9
  KKLEB cytotox: 2
  NCOA3 inh: 1
  TROY NFkB inh: 18
  NR5A2 inv ag: 0
  NR2F2 inh: 2
  TRAIL sens C8: -3
  CF NFkB inh: 10
  LMP1 NFkB inh: 9

CC(C)OC(=O)/C(C#N)=C/c1cn(C)c2ccccc12
  Shn3 3UTR inh: 1
  TWEAK Fn14 block: -22
  NCOA1 inh: -13
  KKLEB cytotox: 0
  NCOA3 inh: 7
  TROY NFkB inh: -18
  NR5A2 inv ag: -6
  NR2F2 inh: -19
  TRAIL sens C8: 15
  CF NFkB inh: -11
  LMP1 NFkB inh: -6

COc1ccc(-n2nc(C(=O)O)nc2-c2ccccc2)cc1
  Shn3 3UTR inh: -10
  TWEAK Fn14 block: -23
  NCOA1 inh: -4
  KKLEB cytotox: 10
  NCOA3 inh: 14
  TROY NFkB inh: -2
  NR5A2 inv ag: 19
  NR2F2 inh: 5
  TRAIL sens C8: 18
  CF NFkB inh: -4
  LMP1 NFkB inh: 3

Additional results.
SMILES	Shn3 3UTR inh	TWEAK Fn14 block	NCOA1 inh	KKLEB cytotox	NCOA3 inh	TROY NFkB inh	NR5A2 inv ag	NR2F2 inh	TRAIL sens C8	CF NFkB inh	LMP1 NFkB inh
COc1ccc(N2C(=O)[C@@H]3Cc4ccccc4CN3C2=O)cc1	11	2	-16	1	7	-9	1	-5	1	0	6
Cc1nnsc1C(=O)N1CCCC(C(=O)c2ccc(C(F)(F)F)cc2)C1 (stereo not given)	21	0	-10	8	6	-24	-7	-3	-4	1	0
O=C(Cc1cccs1)Nc1ccc(F)c(S(=O)(=O)N2CCOCC2)c1	12	-8	-7	8	-17	7	-45	15	-4	-20	-6
CC(C)(C)c1ccc(-n2ncc3c2CCCC3NC(=O)c2cnccn2)cc1 (stereo not given)	64	42	5	-7	1	16	9	12	29	0	-6
CCCc1c(-c2cccc(Br)c2)ncn1Cc1ccccc1OC	nt	-7	nt	nt	nt	-2	7	-2	12	nt	nt
COc1ccc(OC)c(NC(=O)CSc2nc3c(c(=O)n(C)c(=O)n3C)n2C)c1	27	7	8	1	6	6	-5	1	6	-10	2
O=C(N/C(=C\c1cccnc1)C(=O)N1CCC(O)CC1)c1ccccc1	1	15	-19	15	5	-7	0	5	-5	-5	4
CC1CN(C(=O)c2ccc(CNS(=O)(=O)c3cccc(C(F)(F)F)c3)cc2)CC(C)O1 (stereo not given)	-53	18	5	-2	19	6	3	16	-13	1	-17
CC(=O)N1CCc2cc(S(=O)(=O)NC(C)c3ccccc3)ccc21 (stereo not given)	28	-2	23	16	15	16	-3	2	7	-4	5
COc1ccc(C(N)CCc2ccc(C)o2)cc1 (stereo not given)	-1	1	4	-4	16	15	-6	-14	-2	8	-5
O=S(=O)(c1cccs1)N1CCC2(CC1)OCCN2S(=O)(=O)c1ccccc1	13	9	-13	10	1	19	3	12	-12	14	4
COC(CNC(=O)c1cccnc1)OC	-6	-6	-10	-1	-21	-14	-10	4	10	-17	-18
COc1ccc2nc(-c3ccccc3)[nH]c(=O)c2c1	-69	-9	-54	18	-51	-46	-52	-4	26	-12	-16
Cc1ccc2sc(N(CCN(C)C)C(=O)c3ccc(S(=O)(=O)N4CC(C)OC(C)C4)cc3)nc2c1C (stereo not given)	-16	-8	-1	8	-8	9	3	14	0	8	0
CCOC(=O)c1ccc(COC(=O)CNS(=O)(=O)c2ccccc2)cc1	0	-3	-5	3	-4	8	5	1	2	7	6
CCOC(=O)C(C)n1cnc2c(nnn2-c2ccc(C)cc2)c1=O (stereo not given)	-4	1	-18	12	-5	-32	-51	-4	-21	-16	-2
O=C(NC(=Nc1nc2ccccc2o1)NC(=O)c1ccccc1)c1ccccc1	-14	-16	-8	8	-20	-66	-32	-6	-16	-20	-24
O=C(CSc1nc(-c2ccccc2)cs1)Nc1cccc([N+](=O)[O-])c1	6	44	-14	-6	-10	14	-15	-2	-6	21	-19
CCOc1cc(N2CCOCC2)c(OCC)cc1NC(=O)Cn1nc(C)c([N+](=O)[O-])c1C	-7	-24	10	13	23	9	15	-3	-2	4	-2
CCN(CC)CCNC(=O)c1cccc(NC(=O)C(=O)c2ccccc2NC(C)=O)c1	-8	-4	-7	-8	-6	-3	-4	-4	-7	4	-8
O=c1nc(-c2ccccc2)c2cc(Br)ccc2[nH]1	5	-37	10	11	4	-5	12	-10	-5	-10	-3
NC(=O)c1c(NC(=O)CSc2nnc(Cc3ccccc3)n2Cc2ccco2)sc2c1CCC2	50	24	-12	-21	-13	-8	10	12	13	19	7
O=S(=O)(NN1CCOCC1)c1ccc(Cl)s1	26	2	-5	-8	11	0	9	12	-3	4	-4
CCc1ccc(NC(=O)c2sccc2-n2cccc2)cc1	-38	19	-20	10	-86	-81	-34	-20	5	-19	-16
COc1ccc(S(=O)(=O)N2CCOC23CCN(C(=O)c2c(F)cccc2Cl)CC3)cc1	0	-17	-3	-3	-21	-38	10	-11	9	10	-6
O=S(=O)(c1cccs1)N1CN(Cc2cccs2)c2nc3ccccc3nc21	-5	1	-42	5	-66	-5	-92	-2	24	-18	-22
Cc1ccc(C(=O)NCC(=O)OCC(=O)N(CC(C)C)c2c(N)n(Cc3ccccc3)c(=O)[nH]c2=O)s1	19	21	-4	1	2	13	-3	-4	-14	-19	-3
Cc1ccc(N=C(NO)c2nonc2N)c(C)c1	-9	27	-26	2	1	-8	-9	-15	1	16	-11
Cc1ccc(NS(=O)(=O)c2cccc(C(=O)OCC(=O)NCc3ccco3)c2)cc1	1	18	-5	1	2	18	4	-8	-2	-6	0

In the list so far, these have fluorine.
SMILES	Shn3 3UTR inh	TWEAK Fn14 block	NCOA1 inh	KKLEB cytotox	NCOA3 inh	TROY NFkB inh	NR5A2 inv ag	NR2F2 inh	TRAIL sens C8	CF NFkB inh	LMP1 NFkB inh
Cn1c(=O)[nH]c(=O)c2c1nc(CN1CCN(c3ccc(F)cc3)CC1)n2CCCc1ccccc1	-16	-18	13	1	15	8	-4	-2	-12	-5	-6
Cc1nnsc1C(=O)N1CCCC(C(=O)c2ccc(C(F)(F)F)cc2)C1 (stereo not given)	21	0	-10	8	6	-24	-7	-3	-4	1	0
O=C(Cc1cccs1)Nc1ccc(F)c(S(=O)(=O)N2CCOCC2)c1	12	-8	-7	8	-17	7	-45	15	-4	-20	-6
CC1CN(C(=O)c2ccc(CNS(=O)(=O)c3cccc(C(F)(F)F)c3)cc2)CC(C)O1 (stereo not given)	-53	18	5	-2	19	6	3	16	-13	1	-17
COc1ccc(S(=O)(=O)N2CCOC23CCN(C(=O)c2c(F)cccc2Cl)CC3)cc1	0	-17	-3	-3	-21	-38	10	-11	9	10	-6
